Assay outcomes deposited in PubChem by National Center for Advancing Translational Sciences (NCATS).
TbPYK inhibitor: inhibitors of Trypanosoma brucei pyruvate kinase; 410,000 tested, 0.12% active; Q57TT1; AID 624173; TbPYK enzyme, Kinase-Glo Plus ATP luminescence, 45 min; Potency, µM (titrated, usually from 76.8 µM), for the others: at the highest dose activity, negative = inhibition, actives largely listed as inhibitors; active means well fitted inhibition curve with a large enough effect; further: nearly all actives have a fitted effect of over 50% in size
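In this concentration-response screen, enzyme-free wells defined baseline while DMSO plates tracked drift. Each reaction combined TbPYK, substrate, compound and 130 uM ADP for 45 min at room temperature. Kinase-Glo Plus luminescence gave the signal.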
* marks the source's active call; other numbers are inactive results; & = joins results of further samples; [ ] = remark or other dose. On the % scale 0 is the no-effect control and ±100 the full control effect; potency means the concentration at half of the fitted maximal effect. Only part of the results is shown; count on the stated rates, not on these rows.

A first look, two compounds:
SMILES	TbPYK inhibitor
CCOc1ccc(NC(=O)[C@H]2O[C@@H]3OC(C)(C)O[C@@H]3[C@H]3OC(C)(C)O[C@H]32)cc1	2%
O=C(c1ccc2c(c1)N(Cc1ccccc1F)C(=O)c1ccccc1S2(=O)=O)N1CCCCCC1	-2%

Main list, from the first entry:
SMILES	TbPYK inhibitor
CCOc1ccc(NC(=O)[C@H]2O[C@@H]3OC(C)(C)O[C@@H]3[C@H]3OC(C)(C)O[C@H]32)cc1	2%
O=C(c1ccc2c(c1)N(Cc1ccccc1F)C(=O)c1ccccc1S2(=O)=O)N1CCCCCC1	-2%
COCCNC(=O)C1(C)CCCN(C(=O)c2ccc(F)c(Cl)c2)C1 (stereo unspecified)	-3%
COc1ccc2c(c1)CC(NC(=O)Nc1c(C)cc(C)cc1C)CO2 (stereo unspecified)	-7%
COc1ccc(NC(=O)c2cnc(N3CCCCC3)c3ccccc23)cc1Cl	-1%
COc1ccc(Oc2nc3c(c(=O)n(Cc4ccccc4Cl)c(=O)n3C)n2C)cc1	3%
COCC1CCN(C(=O)c2ccc3oc(C(C)C)nc3c2)C1 (stereo unspecified)	-11%
COc1ccc(Cc2c(-c3ccc(C#N)cc3)nc3c4ccccc4ccn23)c(C)c1	8%
NS(=O)(=O)c1ccc(NCc2cnc3ccccc3c2)cc1	5%
CC(C)CN(CCCNC(=O)c1cc(-c2ccc(Br)s2)nc2ccccc12)CC(C)C	-2%
C[C@@H](CO)NC(=O)c1nc[nH]c1C(=O)N[C@H](C)c1ccccc1	8%
Cc1ccc(CN(Cc2ccco2)C(=O)COc2ccc(C(C)C)cc2)cc1	-1%
COc1ccc(-c2nc3sc(CCNC(=O)C(=O)Nc4ccccc4C#N)c(C)n3n2)cc1	-3%
Cc1ccc(CNC(=O)CSc2nc3ccsc3c(=O)n2Cc2ccccc2F)cc1	1%
CCOC(=O)C1CCN(C(=O)CSc2n[nH]c(-c3ccccc3Cl)n2)CC1	6%
COc1ccccc1CN1CC[C@@]2(CCCN(C(=O)c3ccncc3)C2)C1	-8%
COC(=O)c1c(C)nn(-c2ccc(F)cc2)c1-n1cccc1	-3%
CC(C)NC(=O)Nc1nnc([C@H]2C[C@H](O)[C@@H](CO)O2)s1	1%
COc1cccc(CSc2nc3cc(C(=O)NC4CCCC4)ccc3c(=O)n2Cc2ccccc2)c1	0%
CCOCCCNC(=O)c1ccc2c(c1)NC(=O)C(CS(=O)(=O)Cc1ccc(F)cc1Cl)N2 (stereo unspecified)	3%
COc1ccc(OC)c(NS(=O)(=O)c2ccc(-n3cccn3)cc2)c1	5%&8%
O=C(Cn1ncn2c(cc3sccc32)c1=O)NCCc1ccccc1	1%
CCOc1ccccc1NC(=O)Cn1c(=O)n(-c2ccc(F)cc2)c(=O)c2c3c(sc21)CN(C(C)=O)CC3	-5%
NS(=O)(=O)c1ccc(S(=O)(=O)N2CCCC(c3ccccc3)C2)cc1 (stereo unspecified)	7%
COc1cccc(C2=NN(C(=O)C3CC3)C(O)(C(F)(F)F)C2)c1 (stereo unspecified)	-1%

Following part.
SMILES	TbPYK inhibitor
Cc1cccc(N2CCN(C(=O)Cn3ncc4c([nH]c5ccccc54)c3=O)CC2C)c1 (stereo unspecified)	-8%
COc1ccc(C(=O)N(Cc2ccc(C(C)C)cc2)C2CCS(=O)(=O)C2)cc1 (stereo unspecified)	-11%
O=C(NCc1ccco1)c1ccc2c(c1)N(Cc1ccc(F)cc1)C(=O)c1ccccc1S2(=O)=O	1%
CCCCN1CC(N2CCN(C)CC2)CS1(=O)=O (stereo unspecified)	7%
COc1ccc(CCNC(=O)C(=O)NCC(c2cccnc2)N2CCN(c3ccccc3)CC2)cc1 (stereo unspecified)	2%
COc1ncc2nc(-c3cc(F)cc(F)c3)c(=O)n(CCC#N)c2n1	3%
CCOC(=O)c1c(-c2ccc(OC)c(OC)c2)csc1NC(=O)c1ccc(C)cc1	-2%
COc1ccc(NC(=O)Cn2c(=O)n(Cc3nc(-c4ccccc4)no3)c(=O)c3ccccc32)cc1Cl	0%
CCOC(=O)c1ccccc1NC(=O)c1sc2ncn(CC)c(=O)c2c1C	-3%
O=C(NCCc1ccccc1)c1cc(-c2ccc(Cl)c(Cl)c2)on1	2%
O=C(/C=C/[C@H]1O[C@@H](n2cnc3c(NC(=O)c4ccccc4)ncnc32)[C@H](O)[C@@H]1O)NCCc1ccc(F)cc1	-6%
COc1ccc(C(=O)NCC(c2ccc(N(C)C)cc2)N2CCCC2)c(OC)c1 (stereo unspecified)	-7%
CCCCNc1nc2c(S(=O)(=O)c3ccc(C)cc3)nnn2c2ccsc12	2%
CCOC(=O)c1nnn(CC(=O)NC(=O)Nc2ccccc2F)c1C(=O)OCC	-2%
O=C(NCc1ccccc1)c1ccc(CS(=O)Cc2cccc(Cl)c2)o1 (stereo unspecified)	-13%
Cc1ccccc1Cn1c2ccccc2c2cnn(CC(=O)N3CCC(C)CC3)c(=O)c21	0%
COC(=O)c1c(SC)nc2ccccc2c1OCc1ccc(Cl)cc1	-2%
CC(C)N1CC2(CC(c3ccccc3C(F)(F)F)=NO2)CN1C(=O)c1ccco1 (stereo unspecified)	-11%
CCc1ccc(OCC(=O)N2CCN(CCc3ccncc3)CC2)cc1	2%
COc1ccc(C(=O)N2CCC3(CCCN(C(=O)NC(C)C)C3)CC2)cc1	-4%
CC(C)(C)NC(=S)N1Cc2ccccc2-n2nncc2C1	4%
CCOC(=O)C1CCCN(C(=O)Cn2ncc3c4ccccc4n(Cc4ccccc4)c3c2=O)C1 (stereo unspecified)	2%
CCCCOC(=O)c1ccc(Nc2ncnc3[nH]ncc23)cc1	0%
CCC(c1nnnn1-c1ccc2c(c1)OCCO2)N1CCN(C(=O)c2ccco2)CC1 (stereo unspecified)	5%
CCOC(=O)c1cc(-c2sc(NC(=O)c3ccccc3)nc2C)n(CCO)n1	1%

Ordered by length of the SMILES (smallest number first): five of the compounds above
SMILES	TbPYK inhibitor
CCCCN1CC(N2CCN(C)CC2)CS1(=O)=O (stereo unspecified)	7%
CC(C)NC(=O)Nc1nnc([C@H]2C[C@H](O)[C@@H](CO)O2)s1	1%
COc1ccc(Oc2nc3c(c(=O)n(Cc4ccccc4Cl)c(=O)n3C)n2C)cc1	3%
COc1cccc(CSc2nc3cc(C(=O)NC4CCCC4)ccc3c(=O)n2Cc2ccccc2)c1	0%
CCOc1ccc(NC(=O)[C@H]2O[C@@H]3OC(C)(C)O[C@@H]3[C@H]3OC(C)(C)O[C@H]32)cc1	2%

Next structures:
SMILES	TbPYK inhibitor
O=C(CC1N=C2c3ccccc3N=C(SCC(=O)Nc3cccc(C(F)(F)F)c3)N2C1=O)NCc1cccs1 (stereo unspecified)	-3%
O=C(CN1CCSc2ccccc21)N1CCN(c2ccc(F)cc2)CC1	4%
COc1ccc(Br)cc1CN1C(=O)c2ccccc2C1C(=O)NC1CCCCCC1 (stereo unspecified)	0%
CC(=O)N(C)[C@H]1C[C@@H](c2ccccc2)N(C(C)=O)C[C@H]1CO	1%
Cc1ccc(C)c(NC(=O)N2CCN(c3nnc(C)c4c(C)n(-c5ccccc5)nc34)CC2)c1	4%
COc1ccc(S(=O)(=O)N(CCc2ccccc2)CC(=O)Nc2cc(C)cc(C)c2)cc1OC	-3%
COc1ccc(C(=O)N(c2ccc(C)cc2)S(=O)(=O)c2ccc(C)cc2)cc1	-2%
COc1ccc(-c2nc3ccc(C)cn3c2Cc2ccsc2)cc1OC	4%
CCOc1ccc(CCNC(=O)c2ccc3c(c2)N(Cc2ccc(C)cc2)CCS3)cc1	5%
COC(=O)C1(C(=O)OC)CCCCN(S(=O)(=O)c2ccc(C)cc2)CCC1	2%
O=C(CSc1ncc(-c2ccccc2)[nH]1)Nc1cccc(Br)c1	0%
CC(C)(C)C(=O)c1c(N)[nH]c(C(=O)c2ccccc2)c1-c1c(F)cccc1F	2%
O=C(CN1C(=O)C(c2ccc(F)cc2)=NC12CCCCCC2)Nc1ccc(F)c(Cl)c1	3%
CCc1ccccc1NC(=O)c1cnn2c(C(F)(F)F)cc(-c3ccc(OC)c(OC)c3)nc12	-8%
COc1ccc(C2c3c(n(C)c4ccccc34)C(=O)N2CC(=O)Nc2ccc(C)cc2Cl)cc1 (stereo unspecified)	0%[15.4 µM]
Cc1c(NC(=O)Nc2ccc(F)c(Cl)c2)c(=O)n(-c2ccccc2)n1C	-6%
O=C(Nc1cccc(C(=O)OCc2cc(=O)n3nc(C4CC4)sc3n2)c1)c1ccccc1	-6%
COc1ccc(OC)c(NC(=O)CSC2=Nc3ccccc3C3=NC(CC(=O)NCc4ccco4)C(=O)N23)c1 (stereo unspecified)	4%
Cc1c(Cl)cccc1NC(=O)CCS(=O)(=O)c1ccc2c(c1)CC(C)N2C(=O)C1CC1 (stereo unspecified)	3%
COc1ccc(-c2cc3ccccc3c(=O)o2)cc1	-7%
CCC(c1nc2ccccc2[nH]1)N(CCCn1ccnc1)C(=O)c1ccc(C(F)(F)F)cc1 (stereo unspecified)	-9%
CC(C)COc1ccc(C(=O)N2CCCCC2CCN2CCCCC2)cc1 (stereo unspecified)	-8%
CCCNC(=O)C1(C)CCN(C(=O)Cc2ccc3ccccc3c2)C1 (stereo unspecified)	7%
CCC(=O)N1Cc2cc(C(=O)NCC(F)(F)F)nc(-c3cccc(-c4cncnc4)c3)c2[C@@H]1CCO	1%
Cc1ccc(NC(=O)C(=O)NCC(c2cccnc2)N2CCOCC2)cc1C (stereo unspecified)	8%

Continuation:
SMILES	TbPYK inhibitor
COc1ccc(-c2nc(C)c(CCNC(=O)c3c(F)cccc3F)s2)cc1	-3%
Cc1cccc(C)c1NC(=O)C1CCCN1S(=O)(=O)c1cccc2nsnc12 (stereo unspecified)	10%
CC(=O)Nc1cccc(-c2ccnc3c2CC(C)(C(=O)Nc2ccc(F)c(Cl)c2)O3)c1 (stereo unspecified)	3%
Cc1ccc(NC(=O)CSc2nc3n[nH]c(C)c3c(=N)n2-c2cccc(C)c2)cc1	0%
CCCN(CCC)CC(O)Cn1cc(/C=C/C(=O)c2ccc(OC)cc2)c2ccccc21 (stereo unspecified)	2%
COc1ccccc1-c1nn2c(=O)cc(CN3CCN(C(=O)Nc4ccc(C)cc4Cl)CC3)nc2s1	6%
CCC1CN(C(=O)N2CCC(C(=O)NCCN(CC)CC)CC2)c2ccccc2O1 (stereo unspecified)	-1%
O=C(NC(c1ccc(Cl)cc1)c1cnccn1)C1CCN(CCOc2ccc(F)cc2)CC1 (stereo unspecified)	2%
Cc1onc(-c2c(F)cccc2Cl)c1C(=O)OCC(=O)N(C)c1ccccc1	11%
Cc1cccc(CSc2nc(-c3cccs3)ccc2C#N)c1	0%
O=C(NC(=O)c1ccc(F)cc1)Nc1ccc(-c2cc(C(F)(F)F)nn2-c2ccccc2)cc1	6%
Cc1ccc(Cc2c(-c3cccc(Cl)c3)nc3cc(C)c(Br)c(C)n23)cc1	5%
COc1cccc(C(=O)N2CCC[C@@H]2C(=O)N2CCC[C@@H]2C(=O)NCc2ccccc2Cl)c1	1%
CCn1c2c(c(=O)n3ncc(C(=O)N4CCN(c5ccc(Cl)cc5)CC4)c13)CN(Cc1ccc(OC)cc1)CC2	1%
CCS(=O)(=O)N1CCc2cc(C(=O)NCc3ccccc3)ccc21	5%
COc1ccc(-c2csc(C(O)c3cccnc3)n2)cn1 (stereo unspecified)	2%
COc1ccc(-c2nnc(SCC(=O)Nc3ccc(Cl)cc3)s2)cc1	-2%
Cc1cc(C)c(Cn2c3ccccc3c3cnn(CC(=O)NCCc4ccccc4)c(=O)c32)c(C)c1	1%
CCCNC(=O)C1(C)CCCN(C(=O)c2cccnc2Oc2ccccc2)C1 (stereo unspecified)	-4%
COc1cc(NC(=O)C2CCN(c3nnc(C)c4c(C)n(-c5ccccc5)nc34)CC2)cc(OC)c1	-5%[15.4 µM]
CCOC(=O)c1cnc2ccc(OC)cc2c1Nc1ccc(OCc2ccccc2Cl)cc1	3%
Clc1ccc(-c2nc3ccc(Cl)cn3c2Cc2ccccc2)cc1	-10%
CC(C)OC(=O)c1ccc(Cn2nnc3sc4c(c3c2=O)CCCC4)cc1	3%
Cc1cc(C)cc(NC(=O)CCc2c(C)nn(-c3ccc(N4CCCC4)nn3)c2C)c1	5%
COc1cccc(Cn2c(CNC(=O)c3cc([N+](=O)[O-])ccc3Cl)nc3cccnc32)c1	2%
CCCc1cc(=O)[nH]c(SCc2nc(-c3ccccc3F)no2)n1	8%[15.4 µM]
O=C(CCC1CCCC1)N1CCc2c([nH]c3ccccc23)C1c1ccc(Cl)cc1 (stereo unspecified)	3%
CCN(CC(=O)Nc1c(F)cccc1F)C(=O)CSCc1ccc(C)cc1	-2%
O=C1NC[C@H](CCCCN2C[C@H](Cc3ccc(O)cc3)N(CC3CCCCC3)C(=O)C2=O)N(CCc2ccccc2)C1=O	-3%
COc1ccc(-n2c(=O)c3c(c4cc(OC)ccc4n3C)n(Cc3ccc(F)cc3Cl)c2=O)cc1	7%

Quoted from above (six entries):
SMILES	TbPYK inhibitor
CCn1c2c(c(=O)n3ncc(C(=O)N4CCN(c5ccc(Cl)cc5)CC4)c13)CN(Cc1ccc(OC)cc1)CC2	1%
CCS(=O)(=O)N1CCc2cc(C(=O)NCc3ccccc3)ccc21	5%
COc1ccc(-c2csc(C(O)c3cccnc3)n2)cn1 (stereo unspecified)	2%
COc1ccc(-c2nnc(SCC(=O)Nc3ccc(Cl)cc3)s2)cc1	-2%
Cc1cc(C)c(Cn2c3ccccc3c3cnn(CC(=O)NCCc4ccccc4)c(=O)c32)c(C)c1	1%
CCCNC(=O)C1(C)CCCN(C(=O)c2cccnc2Oc2ccccc2)C1 (stereo unspecified)	-4%
